Screens as filed in PubChem BioAssay.
NFkB SMM: binders of NF-kB p50 subunit, primary screen, biochemical, small molecule microarray, anti-His fluorescence | Nuclear factor NF-kappa-B p105 subunit (Homo sapiens), P19838 | anti-His fluorescence binding | calls only | 17,000 tested, 1.3% active;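 active = spot fluorescence over background significantly raised, with a chance value under 7% in all four replicate spots of the compound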;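 note: probe protein is his-tagged human p50 processed subunit at 1 µg/ml; raw spot fluorescence signals with no normalization applied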
Target sequence (P19838 1-433 limits assumed): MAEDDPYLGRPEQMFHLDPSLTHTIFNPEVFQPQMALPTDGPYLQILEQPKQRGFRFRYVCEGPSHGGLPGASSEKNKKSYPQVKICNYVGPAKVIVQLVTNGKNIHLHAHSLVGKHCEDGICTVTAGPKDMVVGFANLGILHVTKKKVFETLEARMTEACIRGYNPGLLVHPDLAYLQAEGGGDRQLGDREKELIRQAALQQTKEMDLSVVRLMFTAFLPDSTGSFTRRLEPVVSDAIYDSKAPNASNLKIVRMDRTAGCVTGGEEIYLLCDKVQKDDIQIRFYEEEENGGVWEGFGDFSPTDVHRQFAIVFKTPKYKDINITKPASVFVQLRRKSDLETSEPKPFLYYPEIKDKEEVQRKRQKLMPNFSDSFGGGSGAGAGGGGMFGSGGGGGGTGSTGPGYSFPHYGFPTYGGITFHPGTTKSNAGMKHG
Calls only; i = inactive. This is a subset; the hit share may differ from the screen's.

1	NCCc1cccc(O)c1
  NFkB SMM: i
2	NC1(c2ccccc2Cl)CCCCC1=O (stereo not drawn)
  NFkB SMM: i
3	COC1=CC(=O)O[C@@H](/C=C/c2ccccc2)C1
  NFkB SMM: i
4	CCNCC(O)c1cccc(O)c1 (stereo not drawn)
  NFkB SMM: i
5	CCN1C[C@]2(C)CC[C@H](O)[C@]34C1[C@H](C[C@H]23)[C@@]1(O)C[C@H](OC)[C@H]2C[C@@H]4[C@@H]1C2O (stereo partly drawn)
  NFkB SMM: i
6	Cc1ccc(OC(=O)N(C)C[C@H]2OCc3cnnn3CCCC(=O)N([C@@H](C)CO)C[C@@H]2C)cc1
  NFkB SMM: i
7	CC(C)[C@]12O[C@H]1[C@@H]1O[C@]13[C@]1(O[C@H]1C[C@H]1C4=C(CC[C@@]13C)C(=O)OC4)[C@@H]2O
  NFkB SMM: i
8	COc1cc(C)c(Oc2cc(C)cc(O)c2)c(O)c1
  NFkB SMM: i
9	CO/C1=C/C(C)=C/[C@@H](C)[C@@H](O)[C@@H](C)C/C(C)=C/C=C\[C@H](OC)[C@@H]([C@@H](C)[C@@H](O)[C@H](C)[C@@]2(O)C[C@@H](O)[C@H](C)[C@@H](C(C)C)O2)OC1=O
  NFkB SMM: i
10	Cc1ccc(-n2c(CNCc3cccnc3)nc3ccccc3c2=O)cc1
  NFkB SMM: i
11	Cc1nnc2n1-c1sc(CCC(=O)N3CCOCC3)cc1C(c1ccccc1Cl)=NC2
  NFkB SMM: i
12	CO[C@@H]1[C@H](O)[C@@H](O[C@@H]2C[C@H]3CC[C@@H]4C(CC[C@]5(C)[C@@H](C6=CC(=O)OC6)CC[C@]45O)[C@@]3(C)[C@H](O)C2)O[C@H](C)[C@@H]1O[C@@H]1O[C@H](CO)[C@@H](O)[C@H](O)[C@H]1O (stereo partly drawn)
  NFkB SMM: i
13	CC(=O)Oc1ccc(/C=C/c2cc(OC(C)=O)cc(OC(C)=O)c2)cc1
  NFkB SMM: i
14	CCCCC/C=C\C/C=C\C/C=C\C/C=C\CCCC(N)=O
  NFkB SMM: i
15	CCc1c(C(=O)OC)ncc2[nH]c3cc(OC)c(OC)cc3c12
  NFkB SMM: i

16	O=c1c2ccccc2nc(CSc2ccccn2)n1-c1ccccc1Cl
  NFkB SMM: i
17	N#Cc1c(Oc2cccc(OS(=O)(=O)CCCC(F)(F)F)c2)cccc1C(F)(F)F
  NFkB SMM: i
18	CCCN1CCCC2Cc3[nH]ncc3CC21 (stereo not drawn)
  NFkB SMM: i
19	O=C1NC(=O)C(CCc2ccncc2)(CCc2ccncc2)C(=O)N1c1ccccc1F
  NFkB SMM: i
20	C[N+]1=Cc2cc3c(cc2CC1)OCO3
  NFkB SMM: i
21	O=C(c1ccco1)c1cn(CCCOc2ccccc2)c2ccccc12
  NFkB SMM: i
22	CCC(O)CC1CCCC(CC(O)c2ccccc2)N1C (stereo not drawn)
  NFkB SMM: i
23	CNc1ccc2oc(C[C@H]3O[C@@]4(CC[C@H]3C)O[C@H]([C@H](C)C(=O)c3ccc[nH]3)[C@H](C)C[C@H]4C)nc2c1C(=O)O
  NFkB SMM: i
24	C/C=C(\C)C(=O)OC1C(C)=C2C(C1OC(=O)CCCCC)C(C)(OC(C)=O)CC(OC(=O)CCC)C1(O)C2OC(=O)C1(C)O (stereo not drawn)
  NFkB SMM: i
25	c1ccc(CC(c2ccccc2)N2CCCCC2)cc1 (stereo not drawn)
  NFkB SMM: i
26	c1cc(Cc2cnc[nH]2)ccn1
  NFkB SMM: i
27	CN1CCN(CC(=O)Nc2ccc(Br)cc2C(=O)c2ccccc2)CC1
  NFkB SMM: i
28	CCN1C[C@]2(C)CC[C@H](OC)[C@@]34C1[C@@]1(OCO[C@@]15C[C@H](OC)[C@H]1C[C@]3(O)[C@@H]5[C@H]1OC)[C@@H](OC(C)=O)[C@H]24
  NFkB SMM: i
29	C=C(C)[C@@]12O[C@@H]1[C@@]1(C)C(=C[C@H]2O)CC[C@@H](O)[C@@H]1C
  NFkB SMM: i
30	C[C@]12CCC(=O)C=C1C=C[C@@H]1[C@@H]2CC[C@@]2(C)[C@H]1CC[C@@]2(O)CCC(=O)O
  NFkB SMM: i

31	CC(=O)CC(c1ccc(Br)cc1)c1c(O)c2ccccc2oc1=O (stereo not drawn)
  NFkB SMM: i
32	COc1ccc2c(c1)c(CCN1CCOCC1)c(C)n2C(=O)c1cccc(Cl)c1Cl
  NFkB SMM: i
33	c1ccc(CCCCN2CCC(c3ccccc3)CC2)cc1
  NFkB SMM: i
34	Cc1ccc(OC(=O)N(C)C[C@@H]2OCc3cnnn3CCCC(=O)N([C@@H](C)CO)C[C@@H]2C)cc1
  NFkB SMM: i
35	Clc1cncc(N2CCNCC2)n1
  NFkB SMM: i
36	Cc1ncc(CN2CC=C(c3ccccc3)CC2)c(N)n1
  NFkB SMM: i
37	COC(=O)C1=COC(C)C2CN3CCC4(C(=O)Nc5ccccc54)C3CC12 (stereo not drawn)
  NFkB SMM: i
38	CN1[C@@H]2CC[C@H]1CC(OC(=O)N1Cc3ccccc3NC1=O)C2 (stereo partly drawn)
  NFkB SMM: i
39	Oc1ccc2c3c1OC1c4oc5ccccc5c4CC4(O)C(C2)N(CC2CC2)CCC314 (stereo not drawn)
  NFkB SMM: i
40	C=CC1C[N+]2([O-])CCC1CC2C(O)c1ccnc2ccc(OC)cc12 (stereo not drawn)
  NFkB SMM: i
41	CC(C)[C@]1(O)[C@@H](OC(=O)c2ccc[nH]2)[C@@]2(O)[C@@]3(C)C[C@]4(O)O[C@@]5([C@H](O)[C@@H](C)CC[C@]35O)[C@@]2(O)C41C
  NFkB SMM: i
42	C#CCOC(=O)C1=CCCN(C)C1
  NFkB SMM: i
43	CCCC(C)C1(CC)C(=O)NC(=S)NC1=O (stereo not drawn)
  NFkB SMM: i
44	O=c1ccc2[nH]cc(C3=CCNCC3)c2[nH]1
  NFkB SMM: i
45	CC(=O)c1c(O)c(C)c(O)c(Cc2c(O)c3c(c(C(=O)/C=C/c4ccccc4)c2O)OC(C)(C)C=C3)c1O
  NFkB SMM: i

46	CCCCC/C=C\C/C=C\C/C=C\C/C=C\CCCCCC(=O)NCCO
  NFkB SMM: i
47	C=CCN1C[C@H](C)N([C@H](c2ccc(C(=O)N(CC)CC)cc2)c2cccc(OC)c2)C[C@H]1C
  NFkB SMM: i
48	Fc1ccc(C(OCCN2CCN(C/C=C/c3ccccc3)CC2)c2ccc(F)cc2)cc1
  NFkB SMM: i
49	CC1=CC(=O)C2=C(C)C[C@H](O)[C@@H]3[C@H](OC(=O)[C@H]3C)[C@H]12
  NFkB SMM: i
50	CN(C)c1ccc(/C=C2\CCCN=C2c2cccnc2)cc1
  NFkB SMM: i
51	CCOC(=O)[C@@H]1[C@@H]2NC(=S)N(C)[C@@]1(C)Oc1ccccc12
  NFkB SMM: i
52	COc1c(C(C)C)cc2c(c1O)[C@@]1(C(=O)O)CCCC(C)(C)C1CC2 (stereo partly drawn)
  NFkB SMM: i
53	O=C1/C(=C/c2ccccc2)C[C@@]2(O)C3Cc4ccc(O)c5c4[C@@]2(CCN3CC2CC2)[C@H]1O5
  NFkB SMM: i
54	NCCc1ccccn1
  NFkB SMM: i
55	CC[C@H]1C2C[C@H]3[C@@H]4N(C)c5ccccc5C45C[C@H](C2[C@H]5O)N3[C@@H]1O (stereo partly drawn)
  NFkB SMM: i
56	C=C1CC[C@]2(O)[C@]3(C)C[C@@]4(O)O[C@@]2([C@@H]1O)[C@]1(O)[C@@]3(O)[C@H]([C@H](OO)c2ccc[nH]2)[C@](C)(C(C)C)[C@@]14C
  NFkB SMM: i
57	C[C@@H]1Cc2c(Cl)cc(C(=O)N[C@@H](Cc3ccccc3)C(=O)O)c(O)c2C(=O)O1
  NFkB SMM: i
58	Oc1ccc2c3c1O[C@H]1[C@@H](O)CC[C@@]4(O)[C@@H](C2)N(CC2CCC2)CC[C@]314
  NFkB SMM: i
59	C/C=C1/C[N+]2(C)CCC34C(=C(C=O)[C@H]1C[C@@H]32)Nc1ccccc14 (stereo partly drawn)
  NFkB SMM: i
60	CCOC(=O)[C@@H]1[C@@H]2NC(=S)N[C@@]1(C)Oc1ccccc12
  NFkB SMM: i

61	COC(=O)c1cc2c(cn1)[nH]c1ccccc12
  NFkB SMM: i
62	COc1ccc(C(=O)O)cc1OC
  NFkB SMM: i
63	CN1C(=O)[C@@H](NC(=O)c2cc3ccccc3[nH]2)N=C(c2ccccc2)c2ccccc21
  NFkB SMM: i
64	Cc1ccc(OC(=O)N(C)C[C@@H]2OCc3cnnn3CCCC(=O)N([C@H](C)CO)C[C@@H]2C)cc1
  NFkB SMM: i
65	S=C(NC1CCCCC1)N1CCC(c2cnc[nH]2)CC1
  NFkB SMM: i
66	CCOC(=O)c1cc2c(cn1)[nH]c1ccccc12
  NFkB SMM: i
67	O=c1c2ccccc2nc(CSc2ncnc3ccccc23)n1-c1ccccc1F
  NFkB SMM: i
68	COC(=O)C1CC(=O)C[C@H]2[C@]3(C)C[C@@H](c4ccoc4)OC(=O)[C@H]3CC[C@@]12C (stereo partly drawn)
  NFkB SMM: i
69	COc1cc(C2c3cc4c(cc3CC3COC(=O)C32)OCO4)cc(OC)c1OC (stereo not drawn)
  NFkB SMM: i
70	CNc1ccc2oc(C[C@@H]3OC4(CC[C@@H]3C)O[C@H](C(C)C(=O)c3ccc[nH]3)[C@H](C)C[C@H]4C)nc2c1C(=O)O (stereo partly drawn)
  NFkB SMM: i
71	CN(C)Cc1c[nH]c2ccccc12
  NFkB SMM: i
72	CCCCC/C=C\C/C=C\C/C=C\C/C=C\CCCC(=O)N[C@H](C)CO
  NFkB SMM: i
73	c1cncc(CNCCc2c[nH]c3ccccc23)c1
  NFkB SMM: i
74	c1ccc2sc(C3(N4CCCCC4)CCCCC3)cc2c1
  NFkB SMM: i
75	CCC1CC2CC3(C(=O)OC)c4[nH]c5ccc(OC)cc5c4CCN(C2=O)C13 (stereo not drawn)
  NFkB SMM: i

76	CC1C/C=C/C2C3OC3(C)C(C)C3C(Cc4ccccc4)NC(=O)C23OC(=O)O/C=C/C(C)(O)C1=O (stereo not drawn)
  NFkB SMM: i
77	C=C1[C@]23C(=O)O[C@@H](C)[C@]2(O)C(=O)O[C@@]1(C)[C@H](OC(C)=O)C1=C(C)[C@@]2(C=CC(=O)OC2(C)C)CCC13C (stereo partly drawn)
  NFkB SMM: i
78	CN1CCC2(c3cccc(O)c3)Cc3nc4ccccc4cc3CC2C1 (stereo not drawn)
  NFkB SMM: i
79	CN(C(=O)Cc1ccccc1)C(CN1CCCC1)c1ccccc1 (stereo not drawn)
  NFkB SMM: i
80	CCCn1c(C)c(C(=O)c2cccc3ccccc23)c2ccccc21
  NFkB SMM: i

By substructure: those above containing an NH in an aromatic ring
15	CCc1c(C(=O)OC)ncc2[nH]c3cc(OC)c(OC)cc3c12
  NFkB SMM: i
18	CCCN1CCCC2Cc3[nH]ncc3CC21 (stereo not drawn)
  NFkB SMM: i
23	CNc1ccc2oc(C[C@H]3O[C@@]4(CC[C@H]3C)O[C@H]([C@H](C)C(=O)c3ccc[nH]3)[C@H](C)C[C@H]4C)nc2c1C(=O)O
  NFkB SMM: i
26	c1cc(Cc2cnc[nH]2)ccn1
  NFkB SMM: i
41	CC(C)[C@]1(O)[C@@H](OC(=O)c2ccc[nH]2)[C@@]2(O)[C@@]3(C)C[C@]4(O)O[C@@]5([C@H](O)[C@@H](C)CC[C@]35O)[C@@]2(O)C41C
  NFkB SMM: i
44	O=c1ccc2[nH]cc(C3=CCNCC3)c2[nH]1
  NFkB SMM: i
56	C=C1CC[C@]2(O)[C@]3(C)C[C@@]4(O)O[C@@]2([C@@H]1O)[C@]1(O)[C@@]3(O)[C@H]([C@H](OO)c2ccc[nH]2)[C@](C)(C(C)C)[C@@]14C
  NFkB SMM: i
61	COC(=O)c1cc2c(cn1)[nH]c1ccccc12
  NFkB SMM: i
63	CN1C(=O)[C@@H](NC(=O)c2cc3ccccc3[nH]2)N=C(c2ccccc2)c2ccccc21
  NFkB SMM: i
65	S=C(NC1CCCCC1)N1CCC(c2cnc[nH]2)CC1
  NFkB SMM: i
66	CCOC(=O)c1cc2c(cn1)[nH]c1ccccc12
  NFkB SMM: i
70	CNc1ccc2oc(C[C@@H]3OC4(CC[C@@H]3C)O[C@H](C(C)C(=O)c3ccc[nH]3)[C@H](C)C[C@H]4C)nc2c1C(=O)O (stereo partly drawn)
  NFkB SMM: i
71	CN(C)Cc1c[nH]c2ccccc12
  NFkB SMM: i
73	c1cncc(CNCCc2c[nH]c3ccccc23)c1
  NFkB SMM: i
75	CCC1CC2CC3(C(=O)OC)c4[nH]c5ccc(OC)cc5c4CCN(C2=O)C13 (stereo not drawn)
  NFkB SMM: i
